BAZ2B inh – blocks human BAZ2B. Q9UIF8. AlphaScreen BAZ2B-H3K14Ac peptide displacement. Potency, µM (top dose mostly 114 µM), for inactives: at the top dose activity change, negative = inhibition, usual class: inhibitors. 360,000 tested, 4.4% active; further: potency means the concentration at half of the fitted maximal effect; on the % scale 0 is the no-effect control and ±100 the full control effect; nearly all actives have a fitted effect of over 60% in size
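Complex of BAZ2B and biotin-H3K14Ac (50 nM apiece) forms over 30 min at RT, then faces library compounds up to 110 uM for another 30 min; AlphaScreen beads added, 20 min dark incubation, luminescence read.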
HP1b binding inh – inhibitors of HP1-beta chromodomain binding to methylated histone tails; P83916; AID 540317; AlphaScreen HP1-beta / biotin-H3K9me3 peptide binding; Potency, µM (doses to about 114 µM), without a hit: at the highest dose activity change, negative = inhibition, usual class: inhibitors; 390,000 tested, 0.56% active; further: potency means the concentration at half of the fitted maximal effect; nearly all actives have a fitted effect of over 70% in size; inactives centre near 23
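Compound inhibition of the preformed complex between 50 nM HP1-beta and 50 nM biotinylated H3K9me3 peptide was read by AlphaScreen. Buffer was PBS pH 7.4 with 0.01% Tween-20. Incubations ran 30 min at room temperature, with 10 ug/mL donor/acceptor beads.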
G9a block – inhibitors of human histone lysine methyltransferase G9a; Q96KQ7; G9a H3K9 monomethylation, AlphaScreen, 2 h; Potency, µM (top dose mostly 102 µM), for inactives: at the top dose activity, negative = inhibition, most hits filed as inhibitors; 350,000 tested, 8.8% active; AID 504332; further: potency means the concentration at half of the fitted maximal effect; on the % scale 0 is the no-effect control and ±100 the full control effect; nearly all actives have a fitted effect of over 75% in size
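Compounds were preincubated with 20 nM G9a for 15 min, after which biotinylated H3K9 peptide (500 nM) and SAM (20 uM) started a 2 h room-temperature reaction. Monomethylated product was quantified by antibody-based AlphaScreen chemiluminescence.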
Pin1 inhibitor – inhibitors of human Pin1 | Potency, µM (series often up to 115 µM), for the others: at the highest dose activity, negative = inhibition, most hits filed as inhibitors | 390,000 tested, 0.009% active | Pin1 FP peptide displacement, HiFluor488, 10 min | Q13526; active means well fitted inhibition curve with a large enough effect in the polarisation, with a control signal flat, not every such curve was filed as active; inconclusive means small, poorly fitted or top-dose-only effect, or effect the other way, or a change in a side signal; inactive means no such curve, though single readings can be large or run the other way; the % refers to the polarisation; further: potency means the concentration at half of the fitted maximal effect; on the % scale 0 is the no-effect control and ±100 the full control effect
GLS inhibitor – blocks human kidney-isoform glutaminase activity; 410,000 tested, 0.21% active; GLS enzymatic activity, qHTS titration; Potency, µM (titrated, usually from 45.5 µM), without a hit: at the top dose activity change, negative = inhibition, actives largely listed as inhibitors; O94925; further: potency means the concentration at half of the fitted maximal effect; on the % scale 0 is the no-effect control and ±100 the full control effect
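Assay buffer: 45 mM KH2PO4 pH 8.2, 0.02% Tween-20. hKGA acts on L-glutamine (1 mM solution added); product glutamate is reported by an oxidase/peroxidase Amplex Red coupling, with fluorescence taken at baseline and 30 min.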
PI4K2A inh – blocks human PI4K2A kinase activity; Q9BTU6; purified PI4K2A, ADP-Glo luminescence, 1 h; active compounds read low; activity change, negative = inhibition, % at 76.9 µM; 420,000 tested, 0.13% active; in the data active means activity change below about -50%; inconclusive means mostly about -30% to -49%;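 further: -100% = wells without enzyme as full effect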
Target sequence (Q9BTU6 whole entry, looked up): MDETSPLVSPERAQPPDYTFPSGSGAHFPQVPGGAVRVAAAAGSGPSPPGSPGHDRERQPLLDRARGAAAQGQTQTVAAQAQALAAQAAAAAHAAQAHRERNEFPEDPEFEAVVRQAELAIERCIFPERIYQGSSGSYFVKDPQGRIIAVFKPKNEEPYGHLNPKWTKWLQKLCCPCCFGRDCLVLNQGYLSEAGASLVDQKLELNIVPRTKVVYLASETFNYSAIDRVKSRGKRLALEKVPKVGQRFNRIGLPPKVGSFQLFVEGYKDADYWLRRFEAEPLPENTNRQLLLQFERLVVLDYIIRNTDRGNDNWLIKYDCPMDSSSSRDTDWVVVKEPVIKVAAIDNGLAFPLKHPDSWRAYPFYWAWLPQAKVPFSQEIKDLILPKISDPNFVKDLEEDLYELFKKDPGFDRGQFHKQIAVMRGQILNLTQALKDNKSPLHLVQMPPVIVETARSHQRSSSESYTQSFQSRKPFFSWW
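ADP-Glo luminescence measured ADP generated by PI4K2A enzyme (4 ug/mL before mixing) with 1.2 mM PI substrate (pre-mix) and 300 microM ATP (pre-mix). Tris pH7.5 buffer with MgCl2, Triton X-100; 1 h reaction at ambient temperature.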
ERG-DNA inh – ERG Ets/DNA interaction inhibition | Potency, µM (series often up to 76.9 µM), without a hit: at the top dose FP activity, negative = inhibition, usual class: inhibitors | 370,000 tested, 0.028% active | fluorescence polarization, His-ERG Ets domain / labelled DNA; active means well fitted inhibition curve with a large enough effect in the polarisation, with a control signal flat; inconclusive means small, poorly fitted or top-dose-only effect, or effect the other way, or a change in a side signal; inactive means no such curve, though single readings can be large or run the other way; the % refers to the polarisation;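 further: polarization taken with two DNA probes labelled with fluorescein and Texas red; potency means the concentration at half of the fitted maximal effect; % of control where 0% means no effect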
Target sequence (P11308 whole entry, looked up, the tested form may be a part): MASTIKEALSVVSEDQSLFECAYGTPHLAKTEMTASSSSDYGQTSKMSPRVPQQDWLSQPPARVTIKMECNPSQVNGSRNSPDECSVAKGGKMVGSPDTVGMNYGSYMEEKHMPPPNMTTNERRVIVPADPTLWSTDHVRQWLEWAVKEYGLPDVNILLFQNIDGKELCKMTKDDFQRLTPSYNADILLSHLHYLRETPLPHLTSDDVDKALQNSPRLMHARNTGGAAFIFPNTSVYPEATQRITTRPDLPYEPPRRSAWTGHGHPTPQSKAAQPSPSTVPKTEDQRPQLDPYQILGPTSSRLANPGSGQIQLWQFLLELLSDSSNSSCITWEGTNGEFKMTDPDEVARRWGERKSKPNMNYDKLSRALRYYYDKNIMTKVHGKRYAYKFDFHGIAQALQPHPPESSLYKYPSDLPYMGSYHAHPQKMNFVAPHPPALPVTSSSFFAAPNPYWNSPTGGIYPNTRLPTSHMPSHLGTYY
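His-tagged ERG Ets domain (1 uM in the protein solution; 300mM KCl, 50mM Tris-HCl, 1mM EDTA, 1mM DTT, pH 7.5) received compound, then a probe mix of 5 nM fluorescein-DNA and 100nM Texas-615-DNA. Fluorescence polarization was read for both dyes.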
JMJD2A Tudor – blocks the human JMJD2A Tudor domain; Potency, µM (series often up to 114 µM), inactives show at the top dose activity change, negative = inhibition, hits mostly inhibitors; 390,000 tested, 4.4% active; AlphaScreen JMJD2A-Tudor / H3K4me3 peptide binding; AID 504339; further: potency means the concentration at half of the fitted maximal effect; on the % scale 0 is the no-effect control and ±100 the full control effect; nearly all actives have a fitted effect of over 50% in size
PGK inhibitor – inhibitors of T. brucei phosphoglycerate kinase; P07378; PGK/GAPDH coupled, Kinase-Glo luminescence, 60 min; Potency, µM (top dose mostly 57.5 µM), inactives show top-dose activity change, negative = inhibition, usual class: inhibitors; 380,000 tested, 0.043% active; AID 602233; further: potency means the concentration at half of the fitted maximal effect; on the % scale 0 is the no-effect control and ±100 the full control effect; nearly all actives have a fitted effect of over 60% in size
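Recombinant glycosomal PGK reaction used 1,3-bisphosphoglycerate generated in-well by GAPDH (100nM final) in 100mM TEA pH 7.6, 5mM MgCl2, 0.01% Tween-20. After 60 minutes at room temperature, ATP was read by Kinase-Glo Plus luminescence end-point.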
* marks the source's active call; other numbers are inactive results; i = inactive; u = inconclusive; x = not tested or not shown; & = joins results of further samples; [ ] = remark or other dose. Unless noted, the call rests on the fitted dose curve; in most records, active means well fitted curve in the direction sought with a large enough effect; inconclusive means small, poorly fitted or top-dose-only effect, or another doubt; inactive means no such curve, though single readings can be large; an effect the other way counts as inactive or inconclusive.

SMILES | BAZ2B inh | HP1b binding inh | G9a block | Pin1 inhibitor | GLS inhibitor | PI4K2A inh | ERG-DNA inh | JMJD2A Tudor | PGK inhibitor
N#Cc1ccc(OC(=O)c2cc(-c3ccc(Cl)cc3)on2)cc1 | -20% | 56%[activator] | -31%[59 µM] | -1% | -6% | 2 | -3% | -12% | -4%
CCN(CC)C(=O)C1CCCN(Cc2ccc(OC)c(C)c2C)C1 (stereo not drawn) | 71µM* | u | u | -6% | 1% | 6 | 1% | 1.6µM* | i
Cc1ccc(S(=O)(=O)NCc2cn3ccsc3n2)c(C)c1 | 17% | 20% | 0%[2.33 µM] | -5% | -5% | -1 | 1% | 3% | i
CCCN1CCN(CC2=C(C(=O)OCC)C(c3ccc(OC(C)C)cc3)NC(=O)N2)CC1 (stereo not drawn) | x | 27% | -34%[59 µM] | -1% | -1% | -1 | 17% | -14% | 1%
CCOC(=O)c1csc(NC(C)=O)n1 | -16% | 34% | -15% | -3% | 3% | 2 | 8% | -18% | -9%
Cc1ccccc1-c1nc(CS(=O)(=O)CC(=O)Nc2cc(F)ccc2F)c(C)o1 | -2% | 37% | -2%[59 µM] | 23% | -4% | -5 | 0% | -16% | 7%
COCCn1cc(C(=S)N2CCOCC2)c2ccccc21 | 3% | 5% | u | -3% | x | -2 | 1% | 5% | i
COc1cccc(N2CC(O)=C(c3nc4ccccc4c(=O)[nH]3)C2=N)c1 | -20% | 20% | u | -1% | 15% | -12 | x | -16% | -7%[11.5 µM]
Cc1cccc2c1cnn2C(=O)CCC(=O)N1CCC(C)CC1 | 3% | 43%[activator] | x | 1% | 0% | -5 | 6% | -12% | -6%
Cc1cc(OC(C)C(=O)Nc2ccccc2C(=O)N2CCCC2)ccc1Cl (stereo not drawn) | -4% | 41%[activator] | 49% | -3% | -15% | 5 | -11% | 2% | -8%
COc1ccc(Cc2noc(CN3CCN(c4ccc(Cl)cn4)CC3)n2)cc1OC | -29% | 8% | x | 0% | -11% | -4 | -8% | -4% | i
COc1cccc(C(=O)COC(=O)C(C)N2C(=O)c3ccccc3C2=O)c1 (stereo not drawn) | -2% | 27% | -1%[59 µM] | u | 1% | 7 | 0% | -3% | x
CCN(C(=O)CSc1nnc(-c2ccncc2)n1-c1ccccc1)C1CCS(=O)(=O)C1 (stereo not drawn) | -5% | 16% | u | 0% | -6% | 3 | 3% | -9% | -10%
CC(=O)c1ccc(OC(=O)C2c3ccccc3Oc3ccccc32)cc1 | 22%[57.1 µM] | 80% | 12% | 6% | 9% | 37 | -2% | 21% | 1%
Cc1cc(-c2ccccc2)nc(Nc2nc3c(C)cccc3c(=O)[nH]2)n1 | x | 45%[activator] | x | 5% | u | 1 | -6% | -7%[11.4 µM] | 3%
COc1cc2c(O)c3c(c(-c4ccc5c(c4)OCO5)c2cc1OC)C(=O)OC3 | -7% | 13% | x | 6% | 9% | -5 | x | -20% | i
CCOC(=O)C1(C)NC(c2ccco2)C2C(=O)N(C)C(=O)C21 (stereo not drawn) | 2% | -7% | u | 1% | 0% | 5 | 4% | -18% | -8%
Cc1cc(-c2nnc(SCC(=O)Nc3ccccc3)n2C)no1 | -2% | -1% | 16% | -1% | -5% | -6 | -2% | -10% | -6%
O=C(NCCCN1CCOCC1)c1ccccc1-c1ccccc1 | 6% | 18% | 0%[12.7 µM] | 0% | 12% | -10 | -3% | -11% | -6%
CC(C)(C)N1C(=O)c2ccc(C(=O)Nc3nccs3)cc2C1=O | -5% | 28% | 9% | 2% | 9% | -6 | -1% | -25% | 4%
C/C=C/c1ccc(OCCOc2cc(C=O)ccc2OC)c(OC)c1 | 2% | 58%[activator] | 23% | 2% | -2% | 1 | 1% | 11% | -13%
CCOC(=O)c1ccc(CC(=O)c2ccc(O)c(O)c2O)o1 | 32µM* | u | x | -10% | u | -7 | 1% | -100% | -3%
CCN(CC(=O)Nc1ccc(NC(C)=O)cc1)C(=O)Cc1ccccc1F | 4% | 21% | 2% | -9% | -6% | 3 | 10% | -3% | -11%
CCOc1ccc(N=C2NC(=O)CS2)cc1 | 5% | 33% | 10%[0.501 µM] | 2% | 6% | 0 | -4% | -14% | -9%
COc1ccc(NC(=O)Cn2c(=O)n(-c3ccccc3)c(=O)c3c4c(sc32)CCCC4)cc1 | 3% | 32% | 10%[59 µM] | -3% | -9% | 0 | 0% | -3% | 0%
S=C(NCc1ccc2[nH]c3c(c2c1)CCCC3)Nc1ccccc1Cl | 35µM* | u | 40µM* | -4% | -5% | -2 | 0% | 50µM* | 0%
CN(CC(=O)Nc1cccc(F)c1)C(=O)c1cn(-c2ccccc2)nc1-c1ccccc1 | -18% | 17% | 4% | 6% | 0% | 1 | -5% | -13% | -1%
CC1=NN(c2ccccc2)C(=O)/C1=C\c1sccc1C | 7.1µM* | u | u | 1% | -4% | -16 | -2% | u | -7%
O=C(Nc1cccc(Cl)c1)NC1CC2CCC(C1)N2Cc1cccs1 (stereo not drawn) | -11% | 30% | -4% | -5% | -5% | -3 | -1% | -12% | -9%
CCCc1ccc(S(=O)(=O)N2CCN(C(C)C(=O)NCc3ccccc3)CC2)cc1 (stereo not drawn) | 7% | 14% | 56µM* | 1% | 1% | 0 | 6% | -24% | i
CCOC(=O)C1(CCOc2ccccc2)CCN(Cc2cccc(-n3cccn3)c2)CC1 | 3% | 56%[activator] | 1% | u | 5% | 2 | 1% | -5% | 13%
CCC(=O)N1c2ccc(S(=O)(=O)NCc3ccco3)cc2CC1C (stereo not drawn) | u | 56%[activator] | -13%[59 µM] | 14% | -10% | -1 | 5% | 25% | -3%
CCn1c(SCC(=O)Nc2cc(C)on2)nnc1-c1ccncc1 | 16% | 14% | 22%[59 µM] | 8% | 7% | 4 | -6% | -3% | 1%
Cc1ccc(Cl)cc1NC(=S)N(CCN(C)C)C(C)c1ccccn1 (stereo not drawn) | x | 21% | -26% | 2% | 9% | -1 | 1% | -2% | 2%
COc1ccc2c(c1)C(c1ccccc1)NC(=O)C2 (stereo not drawn) | 14% | 54%[activator] | 18%[2.33 µM] | -4% | 20% | -4 | -2% | -6% | -8%
O=C(c1ccc2nc(-c3ccco3)c(-c3ccco3)nc2c1)N1CCN(c2ccccc2)CC1 | u | -16% | u | u | 7% | -7 | -8% | u | -2%
COc1ccccc1-c1nnc(SCC(=O)NC2CCCCC2)n1N | x | 36% | x | 2% | -1% | 1 | 7% | -6% | -3%
O=S(=O)(Cc1nnnn1-c1ccccc1)c1ccccc1 | -3% | 34% | 17% | -2% | 1% | -4 | -5% | -3% | -11%
Cc1cccc(-c2nnc(SCC(=O)NC3CCCC3)o2)c1 | -2% | 22% | 3% | -12% | 0% | -7 | 6% | 1% | -3%
CN(CC(=O)NC1CCCCC1)S(=O)(=O)c1ccc(Cl)cc1 | -8% | 23% | -45% | 3% | 2% | 3 | 2% | -2%[57.1 µM] | 3%
COC(=O)C1=C(Nc2ccc(C)cc2)C=C(C)C(C(=O)OC)C1c1ccc(OC)cc1 (stereo not drawn) | 10% | 36% | -21%[59 µM] | 10% | -10% | 5 | 11% | -11% | -5%
O=C(NCc1ccccc1CN1CCCC1)c1cccc(S(=O)(=O)N2CCCC2)c1 | -6% | 25% | 19%[12.7 µM] | 22% | 10% | 1 | 1% | -17% | -1%
COc1cc(OC)cc(-c2nc(-c3cccs3)no2)c1 | -9% | 63%[activator] | 5% | 5% | -3% | 2 | 1% | -7% | -1%
O=S(=O)(CC(O)CS(=O)(=O)c1ccc(Cl)cc1)c1ccccc1 (stereo not drawn) | 2% | 39%[activator] | 3% | 1% | -6% | 13 | -13% | 9% | -6%
CC(=O)Nc1ccc(S(=O)(=O)NCCC(=O)OCc2nnc(-c3ccccc3)o2)cc1 | 3% | 5% | -3%[12.7 µM] | 4% | 3% | 5 | -12% | -13% | -7%
Cc1ccc(C)c(NC(=O)C(=O)NCCCN2CCOCC2)c1 | -5%&0% | 13%&37% | 7%[59 µM] | -3%&51% | 2%&2% | 1&-1 | 4%&5% | -10%&13% | -12%&4%
Cc1ccc(NC(=O)C2C3CCCCC32)cc1[N+](=O)[O-] (stereo not drawn) | 20µM* | -8% | x | -5% | -2% | 5 | -6% | u | -1%
CC(C)(C)NC(=O)Cn1c(Cl)nc2ccccc21 | -2% | 18% | x | 4% | -2% | 1 | 2% | 0% | -6%
Cc1cccc(C(=O)NC2CCN(S(=O)(=O)c3ccc(F)cc3)CC2)c1 | 1% | 26% | x | 0% | 2% | -1 | 3% | -9% | -5%
Cc1ccc(C)c(N2C(=O)CN=C2Nc2ccccc2Cl)c1 | u | 16% | u | 4% | 3% | -12 | -10% | -32% | 0%
COc1ccc(N2C(=O)c3ccc(NC(C)=O)cc3C2=O)cc1 | 6% | 11% | 19%[59 µM] | 43%[activator] | -8% | 4 | 3% | -5% | 0%

Record cards, as listed above. Order of screens: BAZ2B inh	HP1b binding inh	G9a block	Pin1 inhibitor	GLS inhibitor	PI4K2A inh	ERG-DNA inh	JMJD2A Tudor	PGK inhibitor
COc1ccc(N2C(=O)c3ccc(NC(C)=O)cc3C2=O)cc1 is entered as 6%	11%	19%[59 µM]	43%[activator]	-8%	4	3%	-5%	0%
CC(=O)Nc1ccc(S(=O)(=O)NCCC(=O)OCc2nnc(-c3ccccc3)o2)cc1 is entered as 3%	5%	-3%[12.7 µM]	4%	3%	5	-12%	-13%	-7%

Compound activity: PubChem BioAssay, National Center for Advancing Translational Sciences (NCATS)
